# AGP1-GFP MLPCN: modulators of AGP1-GFP expression in yeast TOR pathway, primary screen, cell-based, multiplex flow cytometry, S. cerevisiae, MLPCN library. 3 h; GFP as percent of DMSO wells. GFP response vs DMSO, % at 10 µM. 0.02% of 320,000 active;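 active = GFP response relative to DMSO above a set limit, near screen average plus 3 SD, cut at about 150% in these data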;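 note: median GFP channel fluorescence of the gated AGP1 strain per well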
# RPL19A-GFP yeast: RPL19A-GFP expression modulators in yeast, primary screen, cell-based, S. cerevisiae, multiplex flow cytometry, MLPCN; AID 2025, 2009; S. cerevisiae RPL19A-GFP strain, 3 h; stronger effect = lower value; 0.3% of 330,000 active; percent response vs DMSO, % at 10 µM;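 active = percent response vs DMSO below 50%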;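 note: median channel GFP fluorescence of the barcoded RPL19A-GFP strain; ratio of sample median GFP to plate DMSO average so 100% = DMSO; lower means less RPL19A-GFP as with rapamycin TOR inhibition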
# MEP2 TOR yeast: modulators of MEP2-GFP levels in yeast, primary screen, S. cerevisiae, multiplex flow cytometry, MLPCN library; S. cerevisiae MEP2-GFP strain, 3 h; 100% = DMSO control level; 0.51% of 330,000 active; GFP response vs DMSO, % at 10 µM;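 active = GFP response versus DMSO above a set limit, roughly screen mean plus 3 SD, cut at about 180% in these data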;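 note: median GFP fluorescence of the barcode-gated MEP2-GFP cells per well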
# CIT2 TOR yeast: modulators of CIT2-GFP expression in yeast, primary screen, S. cerevisiae, GFP fusion, multiplex flow cytometry, MLPCN library | GFP response vs DMSO, % at 10 µM | S. cerevisiae CIT2-GFP strain, 3 h; 100 means same as DMSO wells | AID 2029, 2009 | 0.065% of 320,000 active;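 active = GFP response relative to DMSO above a set limit, near the screen mean plus 3 SD, cut at about 150% in these data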;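 note: ratio of well median GFP fluorescence to mean of DMSO wells on the plate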
# GRK2 inh: compounds blocking aptamer binding on GRK2 – biochemical, human GRK2, bead flow cytometry, HTS, primary screen; FAM-aptamer displacement from GRK2; AID 488847, 2010; 0.59% of 330,000 active; inhibition of aptamer binding, % at 10 µM;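 active = inhibition of aptamer binding above 40%, roughly 3 SD of noise, on plates passing a quality check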;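 note: median bead fluorescence of bound FAM aptamer so fluorescent compounds give negative values; no value below 0 was filed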
# CR mimetic SO: reduction of superoxide in aged yeast, primary screen, HTS. S. cerevisiae aged cells, superoxide DHE fluorescence; stronger effect = lower value. superoxide response (% of plate mean), % at 10 µM. 0.18% of 330,000 active;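 active = superoxide response under a set limit, about three screen SD below normal, cut at about 65% in these data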;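 note: yeast aged for seven days with compound at 30 °C before DHE staining; 100% = average MFI of all compound-treated wells on the plate with controls excluded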
# VLA-4 inh: inhibition in human VLA-4 binding assay, primary screen, VLA-4 allosteric modulator project, MLPCN library, flow cytometry, VLA-4 expressing cells; ligand binding flow cytometry; inhibition, % (about 7 µM as worked out from the volumes in the protocol); 0.2% of 330,000 active; AID 2557, 2010; in the data active = inhibition above about 50%
# Target sequence (P13612 whole entry, looked up): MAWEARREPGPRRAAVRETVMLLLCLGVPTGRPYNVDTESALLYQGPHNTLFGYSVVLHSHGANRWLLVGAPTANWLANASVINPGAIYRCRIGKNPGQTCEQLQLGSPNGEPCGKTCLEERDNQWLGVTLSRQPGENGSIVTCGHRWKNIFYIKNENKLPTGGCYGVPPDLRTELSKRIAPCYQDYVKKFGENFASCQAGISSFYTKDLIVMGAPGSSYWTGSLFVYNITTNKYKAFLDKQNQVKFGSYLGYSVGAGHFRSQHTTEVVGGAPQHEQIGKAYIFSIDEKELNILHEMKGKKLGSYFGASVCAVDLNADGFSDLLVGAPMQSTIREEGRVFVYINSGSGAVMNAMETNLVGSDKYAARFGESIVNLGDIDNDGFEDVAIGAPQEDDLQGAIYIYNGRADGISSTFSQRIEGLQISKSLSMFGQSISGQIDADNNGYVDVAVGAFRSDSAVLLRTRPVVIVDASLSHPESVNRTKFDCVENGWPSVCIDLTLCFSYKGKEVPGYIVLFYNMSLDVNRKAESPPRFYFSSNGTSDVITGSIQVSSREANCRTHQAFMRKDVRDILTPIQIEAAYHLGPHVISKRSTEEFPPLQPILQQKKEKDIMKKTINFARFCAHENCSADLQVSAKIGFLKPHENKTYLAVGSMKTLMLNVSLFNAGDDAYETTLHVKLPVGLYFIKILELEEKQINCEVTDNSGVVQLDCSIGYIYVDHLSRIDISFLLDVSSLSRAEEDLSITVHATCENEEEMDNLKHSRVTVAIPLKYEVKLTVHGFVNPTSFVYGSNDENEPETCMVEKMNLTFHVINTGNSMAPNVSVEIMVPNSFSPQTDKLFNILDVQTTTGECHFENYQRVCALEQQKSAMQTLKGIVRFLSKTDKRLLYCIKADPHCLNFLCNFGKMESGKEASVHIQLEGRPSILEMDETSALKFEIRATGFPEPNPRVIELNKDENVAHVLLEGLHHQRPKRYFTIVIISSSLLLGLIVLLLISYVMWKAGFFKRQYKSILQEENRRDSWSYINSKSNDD
# LAP4 TOR yeast: modulators of LAP4-GFP expression in yeast, primary screen, S. cerevisiae, multiplex flow cytometry, MLPCN library. 3 h; median GFP as percent of DMSO wells. GFP response vs DMSO, % at 10 µM. 0.34% of 320,000 active;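 active = GFP response vs DMSO above a set limit, about the screen mean plus 3 SD, cut at about 150% in these data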
# The depositor's hits bear a star; · = not tested or not shown.
Structure,AGP1-GFP MLPCN,RPL19A-GFP yeast,MEP2 TOR yeast,CIT2 TOR yeast,GRK2 inh,CR mimetic SO,VLA-4 inh,LAP4 TOR yeast
O=C(NCc1ccco1)c1ccccc1NC(=O)C1CC(=O)N(c2ccc(Cl)cc2)C1 (stereo not drawn),99.7,95.7,95.7,91.9,1.0,108.1,-2.0,102.9
CSc1nc2c(c(C(F)(F)F)n1)CC(C)CC2 (stereo not drawn),104.0,99.9,103.9,102.7,2.0,105.8,0.8,114.4
COc1ccc(C2c3[nH]c4ccccc4c3C[C@H]3C(=O)N(C4CCN(Cc5ccccc5)CC4)CC(=O)N23)c(OC)c1 (stereo partly drawn),88.6,97.3,103.8,94.9,0.0,124.6,2.5,83.9
COc1ccccc1NC(=O)CSC1=NC(=O)C(Cc2ccccc2)C(=O)N1 (stereo not drawn),109.5,102.6,104.5,103.0,0.0,96.9,9.3,99.9
CCN=C1SC(CC(=O)Nc2ccc(C(F)(F)F)cc2)C(=O)N1CC (stereo not drawn),108.5,101.5,106.1,103.7,2.0,94.2,13.1,98.2
CCOc1ccc(NC(=O)CC2SC(N)=NC2=O)c([N+](=O)[O-])c1 (stereo not drawn),104.9,99.0,105.4,98.3,1.0,115.5,1.4,99.8
Cc1cccc(-c2nc3ccccc3c(=O)n2NC(=O)c2ccc([N+](=O)[O-])c(C)c2)c1,107.3,106.4,114.3,108.4,1.0,112.4,12.2,104.8
Cn1c(N)c(C(=O)COC(=O)CNC(=O)c2ccccc2)c(=O)n(C)c1=O,114.6,106.1,110.1,101.3,1.0,114.6,9.6,119.1
O=C(Nc1ccc(F)cc1)c1cccc(N2C(=O)C3C4C=CC(C5CC45)C3C2=O)c1 (stereo not drawn),98.9,102.1,104.7,101.0,4.0,120.8,8.4,97.0
CS(=O)(=O)N1CCCC(C(=O)Nc2ccc(F)cc2)C1 (stereo not drawn),97.2,100.6,100.7,103.6,0.0,104.4,7.6,99.2
COc1ccc(N2Cc3cccc(C(=O)N4CCOCC4)c3C2=O)cc1,96.2,98.1,106.7,100.9,2.0,95.8,0.0,104.7
O=C(NC(c1ccccc1)c1ccccc1)c1ccc(=O)[nH]n1,96.3,97.5,100.9,97.2,0.0,103.8,-8.0,95.2
COc1ccc(CCNC(=O)CN2CCN(c3ccccc3Cl)CC2)cc1,93.1,94.0,92.6,93.3,0.0,106.6,3.9,90.3
CCN(CC)c1nc2ccccc2nc1-n1nc(C)cc1C,107.0,106.7,108.2,107.2,3.0,99.0,11.8,104.7
Cc1cccc(CS(=O)(=O)Cc2ccc(C(=O)NC3CCCCCC3)o2)c1,97.0,93.7,106.0,108.8,5.0,96.9,-0.8,95.2
COc1cccc(NC(=S)NC(=O)/C=C/c2ccc(F)cc2)c1,92.4,98.1,100.1,97.4,·,91.7,7.9,87.3
COc1ccc(/C=C/C(=O)NC(=S)N2CCN(c3ccccn3)CC2)cc1OC,96.5,94.2,103.9,93.5,2.0,106.9,12.3,107.1
CC(C)CNC(=O)C1Nc2ccc(C(F)(F)F)cc2C2C=CCC12 (stereo not drawn),90.9,97.9,90.0,108.1,2.0,93.7,12.7,106.4
COC(=O)c1cc(OC)c(OC)cc1NC(=O)c1ccc(Br)o1,98.6,96.3,111.2,99.8,1.0,92.0,10.7,101.4
O=C(Nc1ccc(N2C(=O)C3C4C=CC(C4)C3C2=O)cc1)Nc1nncs1 (stereo not drawn),100.3,100.7,94.3,105.6,3.0,83.0,27.1,89.5
CC(=O)c1cccc(NC(=O)c2ccc(Br)o2)c1,94.8,100.3,104.3,101.3,0.0,113.8,-3.0,109.4
COc1ccc(-c2cn[nH]c2-c2ccc(OCc3ccc([N+](=O)[O-])cc3)cc2O)cc1,112.0,108.8,107.3,110.0,5.0,103.7,12.4,100.2
COC(=O)CC1SC(=O)NC1=Nc1ccccc1 (stereo not drawn),90.4,91.8,72.9,74.5,1.0,126.7,-3.7,76.1
Cc1cccc(NC(=O)COC(=O)Cc2cccs2)c1C,105.0,98.4,107.8,97.7,0.0,120.2,10.3,112.5
CC(C)=C[C@@H]1C[C@H](C)[C@H]2CC[C@H](C)c3c(O[C@@H]4O[C@@H](C)[C@@H](O)[C@@H](O)[C@@H]4O)c(O)c(C)c1c32,92.3,91.8,92.8,87.0,1.0,98.7,6.3,97.8
O=C(O)/C=C/c1ccc(O)c(O)c1,96.7,108.0,96.1,108.1,1.0,91.0,2.5,112.2
Cc1nnc2ccc(-c3ccc(NS(=O)(=O)c4ccccc4F)cc3)nn12,88.0,88.3,91.9,84.4,0.0,121.8,22.0,92.7
COc1cc(-c2cc(C(=O)NCc3ccc(S(N)(=O)=O)cc3)c3ccccc3n2)cc(OC)c1OC,98.6,96.6,103.4,99.8,0.0,99.5,-9.8,102.9
O=C(NCc1ccc2c(c1)OCO2)c1cc(Cl)ccc1Cl,95.3,104.1,118.0,94.0,1.0,107.6,-5.9,92.1
CCn1c(SCC(=O)Nc2nccs2)nnc1-c1cccnc1,107.0,104.1,104.5,97.7,2.0,76.1,-6.2,94.4
C/C(=N\NC(=O)C1CC1)c1ccc(C)cc1C,106.1,96.8,94.7,99.1,4.0,89.2,11.8,103.8
Cc1csc(NC(=O)C2CC(=O)N(Cc3ccco3)C2)n1 (stereo not drawn),103.2,103.2,108.4,121.1,6.0,98.5,9.9,97.6
CN(C)C(=O)c1cc(C(=O)c2ccc(Cl)cc2Cl)c[nH]1,104.0,90.8,99.8,102.6,0.0,101.6,3.9,113.2
COc1ccc(CNC(=O)c2ccccc2NC(=O)C2=CSCCO2)c(OC)c1,120.7,106.5,108.0,110.8,2.0,100.0,-1.1,121.0
Cc1sc2nc(-c3ccccc3)[nH]c(=O)c2c1-c1ccccc1,95.6,97.9,105.4,100.7,0.0,112.7,-9.7,95.1
Cc1ccccc1NC(=S)C1=C(O)c2sccc2N(C)S1(=O)=O,101.2,101.6,107.6,94.4,2.0,165.7,-10.7,106.8
O=C(Nc1cccc2ccccc12)c1ccc([N+](=O)[O-])cc1,99.6,101.8,119.1,91.2,1.0,109.9,9.1,114.5
CSc1cccc(NCc2ccc([N+](=O)[O-])cc2)c1,98.3,95.7,97.8,95.6,1.0,90.6,13.9,101.1
CCS(=O)(=O)N1CCN(C(=O)c2cccs2)CC1,95.6,97.8,93.0,93.6,0.0,101.6,-1.1,94.6
O=C(O)CCc1nnc2n(Cc3ccc(F)cc3)c(=O)c3ccccc3n12,105.7,99.9,103.3,110.6,3.0,97.5,-32.1,94.7
O=C(NCC1CCCO1)C(=O)N/N=C\c1ccc2c(c1)OCO2 (stereo not drawn),87.3,104.3,91.2,108.4,0.0,99.0,-8.3,65.1
Cc1ccc2c(c1)cc1c(=O)n(CC(=O)NCCCc3ccccc3)nc(C)n12,93.8,101.2,96.5,98.2,0.0,109.2,-0.7,95.8
O=C(Nc1ccccc1C(=O)Nc1ccncc1)c1ccccc1,100.1,98.0,102.0,103.7,0.0,100.3,-3.3,99.6
COc1cccc(CC2(CO)CCCN(Cc3cn[nH]c3C3CCCCC3)C2)c1 (stereo not drawn),112.3,104.2,112.4,104.7,0.0,100.0,-2.8,101.8
CS(=O)(=O)N1CCN(c2ccc([N+](=O)[O-])c(SCc3ccco3)c2)CC1,108.6,101.8,103.0,104.9,0.0,109.4,9.4,104.9
O=C(NC1CCCCC1)C1CCCN(S(=O)(=O)c2cccs2)C1 (stereo not drawn),102.2,99.4,103.8,97.5,0.0,109.4,10.6,107.6
CC1(C)CC(NC(=O)C(C)(C)Oc2ccc(Cl)cc2)CC(C)(C)N1,102.0,103.0,98.5,108.3,0.0,99.0,2.6,97.4
CSc1cccc(NC(=S)N2CCC(c3ccccc3)C2)c1 (stereo not drawn),97.1,106.3,117.0,93.9,3.0,92.8,7.5,128.4
Cn1c(CNc2ccccc2)cc(=O)n(C)c1=O,96.0,99.6,101.1,103.0,3.0,110.7,-5.2,92.5
COC(=O)c1cn(Cc2cccnc2)c(=O)c2ccccc12,91.6,91.8,94.8,83.9,6.0,103.4,7.6,94.1

# New compounds follow
Structure,AGP1-GFP MLPCN,RPL19A-GFP yeast,MEP2 TOR yeast,CIT2 TOR yeast,GRK2 inh,CR mimetic SO,VLA-4 inh,LAP4 TOR yeast
COC(=O)Cn1c(O)c(N=NC(=O)CNC(=O)COc2cccc(C)c2)c2ccccc21,100.2,99.8,100.0,101.8,0.0,93.4,19.8,96.0
O=C(CCCCn1c(=O)[nH]c2ccccc2c1=O)NCCc1c[nH]c2ccccc12,97.3,100.3,102.5,95.3,1.0,98.4,-8.9,98.3
Cc1ccc(NC(=O)CCN2C(=O)C3CCCCC3C2=O)c(O)c1 (stereo not drawn),109.5,103.1,100.6,106.0,1.0,95.5,-2.9,99.3
O=C(NCc1nc2ccccc2[nH]1)C1=C[C@@H](c2ccccc2)C[C@@H](OCc2ccc(CO)cc2)O1,93.4,106.4,97.3,98.4,1.0,100.0,-6.7,106.4
O=c1c(-c2ccc(O)cc2)coc2cc(OC3OC(CO)C(O)C(O)C3O)cc(O)c12 (stereo not drawn),79.4,95.0,95.5,64.7,1.0,105.0,10.3,129.2
CCN(C(=O)COC(=O)CSc1ccc([N+](=O)[O-])cc1)C1CCS(=O)(=O)C1 (stereo not drawn),85.8,73.4,85.2,95.0,2.0,105.3,3.3,79.6
Cc1cc(C)n(-c2ccc(Cl)c(C(=O)Nc3ccc(OC(F)(F)F)cc3)n2)n1,108.9,109.2,105.2,112.5,0.0,108.8,-2.4,102.4
Cc1ccc([C@@H]2CC=C(C(=O)O)[C@H](c3cccc(Cl)c3)N2S(=O)(=O)c2ccccc2C)cc1,81.8,89.5,81.0,84.8,10.0,89.9,5.3,87.2
CN(Cc1cnn(C)c1)C(=O)c1sc2cccc(Cl)c2c1Cl,102.7,98.4,114.2,91.0,0.0,116.2,-9.6,·
Cc1cc(CNC(=O)C2CCC(=O)N(CCc3cccc(F)c3)C2)nn1C (stereo not drawn),97.3,116.9,104.2,104.1,3.0,104.2,14.6,87.9
CCOC(=O)N1CCN(Cc2cn[nH]c2-c2ccc(-c3ccccc3)cc2)CC1,100.8,103.4,99.7,102.2,0.0,89.8,43.3,95.0
CNC(=S)Nc1cc2oc3ccccc3c2cc1OC,79.9,99.3,107.1,97.7,0.0,87.9,13.0,92.5
COc1ccc(C(=O)NC(=S)N(CCC(C)C)c2c(N)n(Cc3ccccc3)c(=O)[nH]c2=O)cc1,94.0,96.7,91.0,97.2,2.0,94.5,16.2,89.0
O=S(=O)(Cc1cc(Cl)nc(-c2cccnc2)n1)c1ccccc1,97.9,99.0,98.9,93.2,0.0,115.3,-5.7,98.4

# Results in LAP4 TOR yeast (3 entries from above):
SMILES	LAP4 TOR yeast
CNC(=S)Nc1cc2oc3ccccc3c2cc1OC	92.5
COc1ccc(C(=O)NC(=S)N(CCC(C)C)c2c(N)n(Cc3ccccc3)c(=O)[nH]c2=O)cc1	89.0
O=S(=O)(Cc1cc(Cl)nc(-c2cccnc2)n1)c1ccccc1	98.4

# From PubChem
